T cell HTS = T cell immune modulators affecting CD8 T cell-vesicle binding; 2C CD8+ T cell-vesicle binding, flow cytometry; active compounds read low; calls only at 7 µM; hit rate 0.068% among 330,000;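 active = response, share of CD8 T cells binding vesicles, and their 90th percentile fluorescence all below set limits, cut at about 80% in these data, passing the limit was not always enough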
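Assay system: 2C TCR transgenic mouse naive CD8+ T cells, MACS-purified | Read-out: CD8+ gate FL2 mean fluorescence as % of same-row positive control | Signal: High-throughput flow cytometry with anti-B7-1 and anti-CD8 staining | Timing: Binding step 1.5 h, 37 °C, antibody labelling 20 min, ice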
Insulin prom up = MIN6 insulin promoter up-regulation; MIN6 insulin promoter-GFP reporter, high-content imaging; active compounds read high; z-score at 5 µM; hit rate 0.3% among 190,000; AID 1625;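 active = z-score above 3 at 5 µM with at least 500 cells counted in the well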
Autophagy mod = alters autophagy in cells; calls only at 10 µM (by protocol); MEF GFP-LC3 puncta imaging; test concentration mostly 10 µM; hit rate 0.98% among 190,000;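 active = percentage of spot-positive cells more than 3 SD above its plate mean, without a fluorescence outlier flag or 80% toxicity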;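 also: spot-positive cell cutoff set from DMSO-treated cells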
TNAP activators = human TNAP enzyme activators, primary screen, biochemical, luminescent, no phosphate acceptor, uHTS (AID 1001); purified TNAP, luminescent activation assay, no phosphate acceptor; higher activation fold means a stronger effect; activation fold at 20 µM, or EC50 in µM where a hit was titrated; hit rate 0.03% among 200,000; in the data active = activation fold from about 3, or a potency from the dose series; inactive = the rest, 99 in 100 with activation fold below about 1.6; also: many of its hits are not listed in these tables
human PMI inhibition = MPI enzyme activity inhibition – biochemical, fluorescence intensity, coupled assay, primary screen (AID 1209) | purified PMI enzyme, coupled fluorescence intensity; higher % means a stronger effect | inhibition, % at 20 µM; hits with a dose series show IC50 in µM | hit rate 0.42% among 190,000;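 also: plate controls were DMSO vehicle for no effect and wells lacking substrate for full effect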
human PMI inhibitors = MPI inhibition at elevated mannose 6-phosphate – biochemical, fluorescence intensity, high mannose 6-phosphate, primary screen (AID 1220). recombinant PMI enzyme, coupled fluorescence intensity; higher % means a stronger effect. inhibition, % at 20 µM; hits with a dose series show IC50 in µM. hit rate 0.66% among 190,000
b-catenin transl = modulators of beta-catenin nuclear translocation | HeLa beta-catenin nuclear translocation, immunofluorescence imaging | nuclear translocation activity, % at 5 µM | hit rate 0.3% among 190,000;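 active = nuclear translocation activity above 50% at 5 µM, with a well cell count of 50 or more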;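 also: per-cell ratio of nuclear to cytoplasmic median beta-catenin stain intensity; plate controls were DMSO negative control for no effect and GSK-3 inhibitor IX positive control for full effect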
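Read-out: Nuclear/cytoplasmic beta-catenin signal ratio, % activation | Assay system: Human HeLa cell line | Times: 24 h compound exposure at 37°C, 5% CO2 | Signal: Fluorescence imaging of beta-catenin antibody stain plus DAPI | Dosing: 5 µM primary, 0.02–20 µM confirmation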
Lipid droplet = modulators of hepatic lipid droplet formation; AID 1656; hit rate 0.4% among 240,000; AML12 mouse hepatocytes, oleate lipid droplets, BODIPY imaging; inhibition, % at 6.5 µM;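 active = lipid droplet intensity inhibited by at least 50%, with more than 500 cells counted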
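Material – mouse AML12 hepatocyte cell line, fixed after treatment · Compound dosing – one dose, 6.5 µM compound · Times – compound with oleate, overnight · Measured by – Image-based BODIPY and DAPI two-channel analysis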
MT stabilizer = microtubule stabilization, imaging screen. HeLa tubulin immunostaining HCS, 24 h; share of cells brighter than vehicle mean+2SD. % tubulin-high responders, % at 10 µM. hit rate 0.83% among 200,000. AID 2205;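 active = plate Z-score above 3 for both tubulin-high and condensed-nucleus cell shares, with cell loss under 80%, at 10 µM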;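 also: anti alpha tubulin signal scored within the nucleus-defined area of each cell; some results filed as inactive read as strong as hits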
Insulin prom up cell count = further read-out of Insulin prom up, marked with its call; cell count; measured here: cytotoxicity, nuclei count;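 total cells summed across four imaged fields per well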
Lipid droplet cells 6.5 µM = recorded beside Lipid droplet, whose call it bears; cell count; measured here: cell count, cytotoxicity flag;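 cells counted across two imaged fields per well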
b-catenin transl cell count 5 µM = further read-out of b-catenin transl, marked with its call; cell count; measured here: cell count, cytotoxicity flag
T cell HTS vesicle-bound % = recorded beside T cell HTS, whose call it bears; double positive events, %; measured here: CD8+ vesicle-bound cell fraction;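 binding gate set so that unloaded-vesicle control wells show 10% double positive cells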
MT stabilizer Hoechst-high % = also measured in MT stabilizer; calls as there; % Hoechst-high responders; measured here: nuclear condensation Hoechst responders;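 share of cells brighter than vehicle mean plus two SD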
MT stabilizer cytotoxicity % = second read-out of MT stabilizer, no call of its own (marks repeat the call); toxicity, %; measured here: cytotoxicity by cell density;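 0% = mean cell density of plate MIN control wells and 100% = no cells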
Autophagy mod cell loss 18 h = second read-out of Autophagy mod, no call of its own (marks repeat the call); toxicity, %; measured here: cell loss, nuclei count;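 cell loss after 18 h compound exposure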
Active calls of the source: *. Rule as the data show it, unless noted: active = inhibition above about 50%; inactive = the rest.

What do the screens show for `O=c1[nH]c2ccc(NC(=S)Nc3ccc(F)cc3)cc2[nH]1`?
T cell HTS: inactive; Insulin prom up: 0.33; b-catenin transl: -2.7; Lipid droplet: 0; Insulin prom up cell count: 1435; Lipid droplet cells 6.5 µM: 734; b-catenin transl cell count 5 µM: 1324; T cell HTS vesicle-bound %: 32

Results for Cn1cc(S(=O)(=O)N2CCCC(C(=O)O)C2)cn1 (stereo not given) ?
T cell HTS: inactive; Insulin prom up: 0.52; Autophagy mod: inactive; TNAP activators: 1.1; human PMI inhibition: -8%; human PMI inhibitors: -10%; b-catenin transl: -3.1; Lipid droplet: 33; MT stabilizer: 4.2; Insulin prom up cell count: 1177; Lipid droplet cells 6.5 µM: 711; b-catenin transl cell count 5 µM: 1148; T cell HTS vesicle-bound %: 56; MT stabilizer Hoechst-high %: 3.2; MT stabilizer cytotoxicity %: 1.7; Autophagy mod cell loss 18 h: -2

How did CN(C)CCOC(c1ccc(Cl)cc1)c1ccccn1 (stereo not given) do in these assays?
T cell HTS: inactive; Insulin prom up: -0.89; Autophagy mod: inactive; TNAP activators: 1.1; human PMI inhibition: 5%; human PMI inhibitors: 0%; b-catenin transl: 0.1; Lipid droplet: 2; MT stabilizer: 1.9; Insulin prom up cell count: 1415; Lipid droplet cells 6.5 µM: 667; b-catenin transl cell count 5 µM: 1090; T cell HTS vesicle-bound %: 62; MT stabilizer Hoechst-high %: 2.4; MT stabilizer cytotoxicity %: 5.2; Autophagy mod cell loss 18 h: 4

How did Cc1ccc(C)c(N(CC(=O)NCCSCc2ccco2)S(C)(=O)=O)c1 do in these assays?
T cell HTS: inactive; Insulin prom up: 0.12; Autophagy mod: inactive; TNAP activators: 1.1; human PMI inhibition: -5%; human PMI inhibitors: 21%; b-catenin transl: -3.9; MT stabilizer: 1.9; Insulin prom up cell count: 969; b-catenin transl cell count 5 µM: 731; T cell HTS vesicle-bound %: 15; MT stabilizer Hoechst-high %: 1.3; MT stabilizer cytotoxicity %: 5.8; Autophagy mod cell loss 18 h: -19

How did CS(=O)(=O)N(CC(=O)NCC1CCCO1)Cc1ccc(Cl)cc1 (stereo not given) do in these assays?
T cell HTS: inactive; Autophagy mod: inactive; TNAP activators: 1.1; human PMI inhibition: 16%; human PMI inhibitors: 17%; Lipid droplet: 6; MT stabilizer: 3.4; Lipid droplet cells 6.5 µM: 742; T cell HTS vesicle-bound %: 10; MT stabilizer Hoechst-high %: 2.0; MT stabilizer cytotoxicity %: 4.5; Autophagy mod cell loss 18 h: 2

What do the screens show for `COc1ccc2nc(SCC(=O)/C(C#N)=C(\C)N)[nH]c2c1`?
T cell HTS: inactive; Insulin prom up: 0.32; Autophagy mod: inactive; TNAP activators: 1; human PMI inhibition: 6%; human PMI inhibitors: 4%; b-catenin transl: -0.8; MT stabilizer: 1.8; Insulin prom up cell count: 1441; b-catenin transl cell count 5 µM: 1410; T cell HTS vesicle-bound %: 51; MT stabilizer Hoechst-high %: 1.6; MT stabilizer cytotoxicity %: 6.7; Autophagy mod cell loss 18 h: -1

Results for O=C(Nc1ccc(Cl)cc1)c1ccc(Br)cc1F ?
T cell HTS: inactive; Insulin prom up: -0.49; Autophagy mod: inactive; TNAP activators: 1; human PMI inhibition: 6%; human PMI inhibitors: 4%; b-catenin transl: 4.4; Lipid droplet: -6; MT stabilizer: 22; Insulin prom up cell count: 1576; Lipid droplet cells 6.5 µM: 700; b-catenin transl cell count 5 µM: 760; T cell HTS vesicle-bound %: 4; MT stabilizer Hoechst-high %: 7.1; MT stabilizer cytotoxicity %: 43; Autophagy mod cell loss 18 h: -1

What do the screens show for `COc1ccc2oc(=O)c(C(=O)NCc3ccccn3)cc2c1`?
T cell HTS: inactive; Autophagy mod: inactive; TNAP activators: 1.1; human PMI inhibition: -3%; human PMI inhibitors: -2%; b-catenin transl: 2.2; Lipid droplet: 2; MT stabilizer: 2.5; Lipid droplet cells 6.5 µM: 778; b-catenin transl cell count 5 µM: 535; T cell HTS vesicle-bound %: 22; MT stabilizer Hoechst-high %: 2.7; MT stabilizer cytotoxicity %: 4.3; Autophagy mod cell loss 18 h: -19

Results for COc1cc(C=C2C(=O)OC(C)(C)OC2=O)ccc1OCC(=O)Nc1ccccc1 ?
T cell HTS: inactive; Insulin prom up: -0.21; Autophagy mod: inactive; TNAP activators: 1.2; human PMI inhibition: 1%; human PMI inhibitors: 6%; b-catenin transl: -4.9; Lipid droplet: 11; MT stabilizer: 4.3; Insulin prom up cell count: 1583; Lipid droplet cells 6.5 µM: 695; b-catenin transl cell count 5 µM: 1086; T cell HTS vesicle-bound %: 48; MT stabilizer Hoechst-high %: 0.8; MT stabilizer cytotoxicity %: 7.0; Autophagy mod cell loss 18 h: 7

How did Cc1noc(C)c1COC(=O)c1ccc(S(=O)(=O)NCc2ccco2)cc1 do in these assays?
T cell HTS: inactive; Insulin prom up: -4.2; TNAP activators: 1.1; human PMI inhibition: 11%; human PMI inhibitors: 10%; b-catenin transl: -7.4; MT stabilizer: 2.8; Insulin prom up cell count: 795; b-catenin transl cell count 5 µM: 1073; T cell HTS vesicle-bound %: 41; MT stabilizer Hoechst-high %: 1.8; MT stabilizer cytotoxicity %: 9.7

What do the screens show for `Cc1c(N(C)C(=O)C2CCCN2S(=O)(=O)c2ccccc2)c(=O)n(-c2ccccc2)n1C` (stereo not given)?
T cell HTS: inactive; Insulin prom up: 0.72; Autophagy mod: inactive; TNAP activators: 1.1; human PMI inhibition: 8%; human PMI inhibitors: 3%; b-catenin transl: 0.2; Lipid droplet: -23; MT stabilizer: 1.4; Insulin prom up cell count: 1243; Lipid droplet cells 6.5 µM: 667; b-catenin transl cell count 5 µM: 913; T cell HTS vesicle-bound %: 34; MT stabilizer Hoechst-high %: 0.3; MT stabilizer cytotoxicity %: 26; Autophagy mod cell loss 18 h: -1

Results for CCOc1ccc(C(=O)NCCC2=CCCCC2)cc1OCC ?
T cell HTS: inactive; Insulin prom up: 0.23; Autophagy mod: inactive; TNAP activators: 1.1; human PMI inhibition: 6%; human PMI inhibitors: 8%; b-catenin transl: -1.1; Lipid droplet: -20; MT stabilizer: 4.8; Insulin prom up cell count: 1431; Lipid droplet cells 6.5 µM: 667; b-catenin transl cell count 5 µM: 967; T cell HTS vesicle-bound %: 65; MT stabilizer Hoechst-high %: 2.3; MT stabilizer cytotoxicity %: 7.6; Autophagy mod cell loss 18 h: 1

How did Cc1ccc2cccc(OCC(=O)N3CCc4ccccc43)c2n1 do in these assays?
T cell HTS: inactive; Autophagy mod: inactive; TNAP activators: 1.1; human PMI inhibition: -8%; human PMI inhibitors: -4%; b-catenin transl: 0.1; Lipid droplet: 2; MT stabilizer: 3.3; Lipid droplet cells 6.5 µM: 733; b-catenin transl cell count 5 µM: 1136; T cell HTS vesicle-bound %: 48; MT stabilizer Hoechst-high %: 2.8; MT stabilizer cytotoxicity %: 3.4; Autophagy mod cell loss 18 h: -1

What do the screens show for `CCCCn1c(SCC(=O)N(CC)C2CCS(=O)(=O)C2)nnc1C(CC)N(C)C` (stereo not given)?
T cell HTS: inactive; Insulin prom up: -0.01; Autophagy mod: inactive; TNAP activators: 1.1; human PMI inhibition: -12%; human PMI inhibitors: -1%; b-catenin transl: -5.1; MT stabilizer: 3.1; Insulin prom up cell count: 1312; b-catenin transl cell count 5 µM: 813; T cell HTS vesicle-bound %: 23; MT stabilizer Hoechst-high %: 2.0; MT stabilizer cytotoxicity %: 6.7; Autophagy mod cell loss 18 h: 0

What do the screens show for `Cc1sc(NC(=O)Cn2nc(C(F)(F)F)cc2C)c(C(=O)OC(C)C)c1C`?
T cell HTS: inactive; Autophagy mod: inactive; TNAP activators: 1; human PMI inhibition: -7%; human PMI inhibitors: -5%; MT stabilizer: 2.5; T cell HTS vesicle-bound %: 41; MT stabilizer Hoechst-high %: 1.4; MT stabilizer cytotoxicity %: 7.1; Autophagy mod cell loss 18 h: -6

How did Cc1cc(=O)[nH]c(SCC(N)=O)c1C#N do in these assays?
T cell HTS: inactive; Insulin prom up: 0.34; Autophagy mod: inactive; TNAP activators: 1.1; human PMI inhibition: -1%; human PMI inhibitors: -7%; b-catenin transl: -2.6; Lipid droplet: 0; MT stabilizer: 5.1; Insulin prom up cell count: 812; Lipid droplet cells 6.5 µM: 686; b-catenin transl cell count 5 µM: 1210; T cell HTS vesicle-bound %: 56; MT stabilizer Hoechst-high %: 3.1; MT stabilizer cytotoxicity %: 7.6; Autophagy mod cell loss 18 h: 12

How did CC(=O)N1c2ccccc2N(Cc2ccc(C)cc2C)C(=O)C1(C)C do in these assays?
T cell HTS: inactive; Insulin prom up: 0.22; Autophagy mod: active; TNAP activators: 1.2; human PMI inhibition: 13%; human PMI inhibitors: 15%; MT stabilizer: 19*; Insulin prom up cell count: 862; T cell HTS vesicle-bound %: 41; MT stabilizer Hoechst-high %: 27*; MT stabilizer cytotoxicity %: 66*; Autophagy mod cell loss 18 h: 23*

Random excerpt: two compounds from above.
Results for O=C(Nc1ccc(Cl)cc1)c1ccc(Br)cc1F ?
T cell HTS: inactive; Insulin prom up: -0.49; Autophagy mod: inactive; TNAP activators: 1; human PMI inhibition: 6%; human PMI inhibitors: 4%; b-catenin transl: 4.4; Lipid droplet: -6; MT stabilizer: 22; Insulin prom up cell count: 1576; Lipid droplet cells 6.5 µM: 700; b-catenin transl cell count 5 µM: 760; T cell HTS vesicle-bound %: 4; MT stabilizer Hoechst-high %: 7.1; MT stabilizer cytotoxicity %: 43; Autophagy mod cell loss 18 h: -1

What do the screens show for `COc1ccc2oc(=O)c(C(=O)NCc3ccccn3)cc2c1`?
T cell HTS: inactive; Autophagy mod: inactive; TNAP activators: 1.1; human PMI inhibition: -3%; human PMI inhibitors: -2%; b-catenin transl: 2.2; Lipid droplet: 2; MT stabilizer: 2.5; Lipid droplet cells 6.5 µM: 778; b-catenin transl cell count 5 µM: 535; T cell HTS vesicle-bound %: 22; MT stabilizer Hoechst-high %: 2.7; MT stabilizer cytotoxicity %: 4.3; Autophagy mod cell loss 18 h: -19

Compounds as they come; overall some 2.9% were active at least once.
